ALOX15B inhib: 15-hLO-2 (ALOX15B) enzyme inhibition | O15296 | purified 15hLO-2, xylenol orange hydroperoxide absorbance | Potency, µM (top dose mostly 57.1 µM), without a hit: top-dose activity change, negative = inhibition, actives largely listed as inhibitors | actives 0.56% (n = 110,000) | AID 881; also: potency is read from the fitted curve at half-maximal effect; nearly all actives have a fitted effect of over 60% in size; many of its hits are not listed in these tables
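Purified human 15hLO-2 (50 nM) preincubated 15 min with compound, then 45 uM arachidonic acid for 90 min at RT in 25 mM Hepes pH 7.5, 0.01% Triton X-100. Hydroperoxide detected by Fe-xylenol orange; 573/405 nm absorbance ratio.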
PNC assembly inh: inhibitors of perinucleolar compartment assembly; PC3M PTB-GFP, PNC prevalence imaging, 16 h; active compounds read low; activity change (PNC), negative = inhibition, % at 10 µM; actives 3.1% (n = 140,000);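 active = readout at or below -70, meaning at least 70% loss of cells showing the perinucleolar compartment, a nuclear body marking cancer cells; inconclusive = readout between -30 and a set limit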;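 also: plate controls were DMSO wells for no effect and camptothecin positive control wells for full effect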
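Read-out is percentage of cells bearing a perinucleolar compartment, from automated 20x imaging of fixed, Hoechst-stained PC3M PTB-GFP cells. Cells were seeded 4 h, then exposed 16 h to compound (23 nl of library stock) in duplicate plates.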
12-hLO inh: blocks human 12-lipoxygenase activity; actives 0.12% (n = 150,000); Potency, µM (titrated, usually from 57.1 µM), without a hit: at the highest dose activity change, negative = inhibition, most hits filed as inhibitors; purified 12-hLO, xylenol orange hydroperoxide absorbance; P18054; also: potency is read from the fitted curve at half-maximal effect; nearly all actives have a fitted effect of over 55% in size; many of its hits are not listed in these tables
Target sequence (P18054 whole entry, looked up): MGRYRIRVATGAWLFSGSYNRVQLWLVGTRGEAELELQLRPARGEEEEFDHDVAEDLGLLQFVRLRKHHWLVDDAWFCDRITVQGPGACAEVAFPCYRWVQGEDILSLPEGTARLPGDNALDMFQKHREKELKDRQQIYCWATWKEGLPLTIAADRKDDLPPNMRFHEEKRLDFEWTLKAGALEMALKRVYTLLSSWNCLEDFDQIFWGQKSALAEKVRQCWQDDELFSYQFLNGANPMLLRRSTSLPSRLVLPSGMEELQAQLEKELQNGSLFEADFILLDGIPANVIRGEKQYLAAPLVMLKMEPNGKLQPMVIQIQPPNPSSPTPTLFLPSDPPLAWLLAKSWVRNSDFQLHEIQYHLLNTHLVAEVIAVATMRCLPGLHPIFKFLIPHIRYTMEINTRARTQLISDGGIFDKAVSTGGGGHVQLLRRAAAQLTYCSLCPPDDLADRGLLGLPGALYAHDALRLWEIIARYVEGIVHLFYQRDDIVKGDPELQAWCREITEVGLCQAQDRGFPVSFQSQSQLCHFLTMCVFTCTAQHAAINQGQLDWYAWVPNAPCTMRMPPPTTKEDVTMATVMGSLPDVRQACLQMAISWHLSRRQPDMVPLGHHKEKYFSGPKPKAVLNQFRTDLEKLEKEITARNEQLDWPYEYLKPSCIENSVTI
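Hydroperoxide output read as Fe(III)-xylenol orange absorbance, 573-to-405 nm ratio, after 30 min reaction with 40 uM arachidonic acid. Enzyme: 150 nM purified human 12hLO, 15 min compound preincubation; 25 mM Hepes pH 7.0, room temperature.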
IMPase cell inh: membrane-permeable compound that blocks inositol monophosphatase. inhibition (IP1 accumulation), % at 46.1 µM. CHO-M1 cells, IP1 accumulation, HTRF TR-FRET ratio. 120,000 tested, under 10 active. AID 901; active = well fitted curve in the direction sought with a large enough effect in the signal ratio, not every such curve was filed as active; inconclusive = small, poorly fitted or top-dose-only effect, or a change in a side signal; inactive = no such curve, though single readings can be large or run the other way; the % refers to the signal ratio;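 also: cells stimulated with carbachol in lithium chloride buffer; plate controls were DMSO basal wells for no effect and reference inhibitor wells for full effect; higher means more IMPase inhibition seen as more IP1 and lower FRET ratio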
Target sequence (P97697 whole entry, looked up): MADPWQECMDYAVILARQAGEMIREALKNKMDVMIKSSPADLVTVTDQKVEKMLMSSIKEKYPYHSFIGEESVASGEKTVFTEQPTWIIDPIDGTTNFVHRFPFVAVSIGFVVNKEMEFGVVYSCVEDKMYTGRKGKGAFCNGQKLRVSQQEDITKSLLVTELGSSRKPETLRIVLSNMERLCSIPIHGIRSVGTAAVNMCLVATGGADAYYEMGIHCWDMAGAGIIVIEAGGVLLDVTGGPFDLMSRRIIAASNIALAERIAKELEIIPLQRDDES
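Seeded CHO-M1 cells were dosed with compound at up to 46 uM, stimulated with carbachol for 30 min, then lysed in IP-One detection reagents. Higher IP1 lowers the TR-FRET signal.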
An asterisk follows results filed as active; [ ] = remark or other dose. Unless noted, calls follow the shape of the dose curve; as a rule, active = well fitted curve in the direction sought with a large enough effect; inconclusive = small, poorly fitted or top-dose-only effect, or another doubt; inactive = no such curve, though single readings can be large; an effect the other way counts as inactive or inconclusive. Unless noted, % is scaled to controls: 0 for no effect and ±100 for the full control effect.

NC(=O)C1CCN(C(=O)c2ccc(NC3=NC4CS(=O)(=O)CC4S3)cc2)CC1 (centres undefined) was read as ALOX15B inhib -3.3%, PNC assembly inh 10.0, 12-hLO inh 0.7% and IMPase cell inh 4.3.
CCn1c(SCc2nc3scc(-c4ccccc4)c3c(=O)[nH]2)nnc1-c1cccs1 was read as PNC assembly inh -3.0, 12-hLO inh -2.6% and IMPase cell inh -3.3.
Screening Cc1ccc(NC(=O)COC(=O)Cc2csc(-c3cccc(F)c3)n2)cc1C returned PNC assembly inh inconclusive and 12-hLO inh 0.7%.
`CCCOc1ccc(/C(O)=C2/C(=O)C(=O)N(CCCn3ccnc3)C2c2cccs2)cc1` (centres undefined) gave PNC assembly inh -18.8, 12-hLO inh 1.5% and IMPase cell inh -12.1.
For Clc1ccc(Nc2ccc(NCc3ccccc3)nn2)cc1 the results were PNC assembly inh 3.1 and 12-hLO inh -6.6%.
Screening COc1ccc(CC(=O)NNC(=O)COc2ccc3ccccc3c2)cc1 returned PNC assembly inh -28.2 and 12-hLO inh -1.2%.
`COc1ccc(C2=[N+](C)CCn3cccc32)c(OC)c1` gave PNC assembly inh -29.9 and 12-hLO inh -4.2%.
For c1cc2c(cc1C1CCCCC1)c1c3n2CCCNC3CCC1 (centres undefined) the results were PNC assembly inh 112.0, 12-hLO inh -7.3% and IMPase cell inh 2.7.
For C=CCNC(=O)CSc1ccc(Cl)cc1 the results were ALOX15B inhib -0.9%[2.29 µM], PNC assembly inh inconclusive, 12-hLO inh -1.0% and IMPase cell inh -6.0.
Screening COc1ccc(OC)c(S(=O)(=O)Nc2ccccc2C(F)(F)F)c1 returned PNC assembly inh -26.6, 12-hLO inh -5.3% and IMPase cell inh inconclusive.
`COc1ccc(C(=O)COC(=O)C(CC(C)C)N2C(=O)c3ccccc3C2=O)cc1` (centres undefined) gave PNC assembly inh 38.3, 12-hLO inh -7.5% and IMPase cell inh -3.1.
For Cc1ccccc1C1=NC(C(F)(F)F)(C(F)(F)F)c2c(n(-c3ccc(F)cc3)c(=O)[nH]c2=O)N1 the results were PNC assembly inh -9.6 and 12-hLO inh 1.9%.
Screening CCN1CCCC1CNC(=O)c1cc2c(=O)n(C)c3ccccc3c2n1C (centres undefined) returned ALOX15B inhib -1.5%, PNC assembly inh -4.0, 12-hLO inh 7.6% and IMPase cell inh 0.8.
CCCC(=O)c1cc(O)c(O)cc1O was read as ALOX15B inhib inconclusive and 12-hLO inh -23.0%.
For O=C(NCC1COc2ccccc2O1)c1cc2ccccc2o1 (centres undefined) the results were PNC assembly inh 10.2, 12-hLO inh -1.8% and IMPase cell inh -16.1[1.84 µM].
Cc1ccc(C(C)C)c(OCCN(C)C)c1 was read as ALOX15B inhib 11.3%, PNC assembly inh -4.2, 12-hLO inh -8.9% and IMPase cell inh 4.6.
For CCOC(=O)c1nnc(-c2ccc(C)cc2)nc1Sc1ccccc1Cl the results were ALOX15B inhib 6.4%, PNC assembly inh inconclusive, 12-hLO inh 25.1% and IMPase cell inh 0.9.
Screening CCC(=O)N(C)CCc1cc2c(c(OC)c1/C=N/NC(=O)c1ccccc1O)OCO2 returned PNC assembly inh inconclusive and 12-hLO inh -3.9%.
For CN1CCN(CCCNC(=O)Cn2ncc3c4ccccc4n(C)c3c2=O)CC1 the results were PNC assembly inh -28.9, 12-hLO inh 8.1% and IMPase cell inh -2.9.
CCOC(=O)C1CCN(C(=O)CN(c2cc(OC)ccc2OC)S(=O)(=O)c2ccccc2)CC1 was read as ALOX15B inhib -1.8%, PNC assembly inh 26.3, 12-hLO inh -5.8% and IMPase cell inh 5.4.
Screening O=C(NCCN1CCN(Cc2ccccc2)CC1)c1cc2c(=O)[nH]c3ccccc3c2s1 returned ALOX15B inhib 13.8%, PNC assembly inh 33.0, 12-hLO inh 9.1% and IMPase cell inh 2.2.
For CC(C)Oc1cc(NC(=O)CSCC(=O)Nc2cccc(C(F)(F)F)c2)c(Cl)cc1Cl the results were ALOX15B inhib -6.6%, PNC assembly inh -3.8, 12-hLO inh -16.3% and IMPase cell inh 2.0.
CSCCC(NC(=O)OC(C)(C)C)C(=O)Oc1ccc2c(=O)c(-c3ccc4c(c3)OCCO4)coc2c1 (centres undefined) was read as ALOX15B inhib -0.4%, PNC assembly inh 7.9, 12-hLO inh -4.1% and IMPase cell inh -1.2.
`CN(C)c1ccc(NC(=S)N(CCc2ccccc2)C2CC(=O)N(c3c(Cl)cccc3Cl)C2=O)cc1` (centres undefined) gave PNC assembly inh 12.9, 12-hLO inh 7.4% and IMPase cell inh 4.6.
O=C(Nc1cccc(NC(=O)c2nccc3ccccc23)c1)c1ccco1 was read as ALOX15B inhib 5.8%, PNC assembly inh 12.2, 12-hLO inh -2.3% and IMPase cell inh -1.6.
Screening COc1ccc(NC(=O)N2CCC(c3ccccc3)C2)c(OC)c1 (centres undefined) returned ALOX15B inhib 0.0%, PNC assembly inh -2.5, 12-hLO inh -5.7% and IMPase cell inh -2.0.
COc1ccc(C2Oc3ccccc3N2C(C)=O)cc1 (centres undefined) was read as ALOX15B inhib 2.3%, PNC assembly inh -18.6, 12-hLO inh -0.7% and IMPase cell inh 3.0.
`C#C[C@]1(O)CC[C@@H]2[C@H]3CCc4cc(OC)ccc4[C@@H]3CC[C@@]21C` gave ALOX15B inhib 2.6%[25.6 µM], 12-hLO inh -1.0%[25.6 µM] and IMPase cell inh 1.5[20.6 µM].
Cc1nn(-c2ccccc2)c2sc(C(=O)NNC(=O)COc3ccccc3)cc12 was read as ALOX15B inhib -24.5%, PNC assembly inh 1.4, 12-hLO inh 0.7% and IMPase cell inh 11.3.
Screening COc1ccccc1-n1c(N)c(C(N)=O)sc1=S returned ALOX15B inhib -18.4%, PNC assembly inh -20.3, 12-hLO inh -0.3% and IMPase cell inh 2.3.
`COc1ccc(OC)c(NC(=O)CC(NCCC2=CCCCC2)C(=O)O)c1` (centres undefined) gave ALOX15B inhib 5.1%, PNC assembly inh 5.4, 12-hLO inh 0.9% and IMPase cell inh inconclusive.
For CCn1c(SCC(=O)NCC(=O)Nc2ccc(F)cc2)nnc1-c1ccncc1 the results were ALOX15B inhib 3.1%, PNC assembly inh -5.6, 12-hLO inh -6.9% and IMPase cell inh -2.8.
For O=C(Cn1c(=O)oc2ccccc21)Nc1nc(-c2ccc(Br)cc2)cs1 the results were PNC assembly inh inconclusive, 12-hLO inh 0.8% and IMPase cell inh inconclusive.
COc1ccccc1NC(=O)N(CCCN1CCOCC1)Cc1cc2cc3c(cc2[nH]c1=O)OCO3 was read as ALOX15B inhib 24.9%, PNC assembly inh 5.0, 12-hLO inh 29.7% and IMPase cell inh 2.2.
For Cc1ccc(NC(=O)c2c(C)nc(Nc3nc4ccccc4o3)nc2C)cc1 the results were ALOX15B inhib 24.8%, PNC assembly inh -6.7, 12-hLO inh -2.6% and IMPase cell inh 3.3.
`O=C(CN1CCN(S(=O)(=O)c2ccccc2)CC1)NC(=O)NC1CCCCC1` gave ALOX15B inhib -4.6%, PNC assembly inh inconclusive, 12-hLO inh -1.3% and IMPase cell inh -4.5.
Screening COc1ncc2nc(-c3cn(C)c4ccccc34)c(=O)n(Cc3ccc(F)cc3)c2n1 returned ALOX15B inhib -6.8% and 12-hLO inh 0.8%.
COc1ccccc1CNC(=O)c1c(N)n(CCCN2CCOCC2)c2nc3ccccc3nc12 was read as ALOX15B inhib 28.6%, PNC assembly inh 46.5, 12-hLO inh 0.1% and IMPase cell inh 1.3.
`CCOc1cc(CNC2CCCC2)cc(Cl)c1OCc1ccc(F)cc1` gave ALOX15B inhib 60.4%[activator], PNC assembly inh -18.7, 12-hLO inh 1.5% and IMPase cell inh -2.0.
Screening Cc1cc(N=Cc2cc(Cl)ccc2O)no1 returned ALOX15B inhib 5.2%, PNC assembly inh 28.6, 12-hLO inh -1.4% and IMPase cell inh 0.4.

3 compounds picked at random from the list so far:
For CC(C)Oc1cc(NC(=O)CSCC(=O)Nc2cccc(C(F)(F)F)c2)c(Cl)cc1Cl the results were ALOX15B inhib -6.6%, PNC assembly inh -3.8, 12-hLO inh -16.3% and IMPase cell inh 2.0.
`CN(C)c1ccc(NC(=S)N(CCc2ccccc2)C2CC(=O)N(c3c(Cl)cccc3Cl)C2=O)cc1` (centres undefined) gave PNC assembly inh 12.9, 12-hLO inh 7.4% and IMPase cell inh 4.6.
`C#C[C@]1(O)CC[C@@H]2[C@H]3CCc4cc(OC)ccc4[C@@H]3CC[C@@]21C` gave ALOX15B inhib 2.6%[25.6 µM], 12-hLO inh -1.0%[25.6 µM] and IMPase cell inh 1.5[20.6 µM].

(listing goes on)
For COc1ccc(-c2ccc(-c3noc(-c4ccc(OC)c(OC)c4)n3)c(OC)n2)cc1 the results were ALOX15B inhib -17.7%, PNC assembly inh -4.8, 12-hLO inh 0.5% and IMPase cell inh -6.0.
For CCCCNC(=O)c1cc2c(=O)n3cccc(C)c3nc2n(Cc2ccncc2)c1=N the results were ALOX15B inhib -18.1%[11.4 µM], PNC assembly inh inconclusive, 12-hLO inh -0.3% and IMPase cell inh -7.1[1.84 µM].
O=C(NCc1ccco1)c1cccc(NS(=O)(=O)c2ccccc2F)c1 was read as PNC assembly inh -10.1 and 12-hLO inh 2.8%.
COc1ccc(-n2nnnc2SC(C)C(=O)NCC(=O)Nc2ccc(F)c(F)c2F)cc1 (centres undefined) was read as PNC assembly inh -0.6, 12-hLO inh -1.1% and IMPase cell inh -4.5.
Screening CCn1c(SCc2nc3ccccc3c(=O)[nH]2)nnc1-c1cccnc1 returned ALOX15B inhib 1.9%, PNC assembly inh inconclusive, 12-hLO inh 0.3% and IMPase cell inh -0.8.
Screening CN1CCN(c2ccc(S(=O)(=O)N3CCCCC3)cc2NC(=O)c2ccc(F)cc2F)CC1 returned PNC assembly inh inconclusive and 12-hLO inh -3.1%.
Cc1ccnc2nc(C(=O)Nc3ccc(N4CCOCC4)cc3)nn12 was read as ALOX15B inhib 8.3%, PNC assembly inh 27.7, 12-hLO inh -2.6% and IMPase cell inh -6.3.
For COc1ccccc1N1CCN(Cc2ccsc2)CC1 the results were ALOX15B inhib 7.8%, PNC assembly inh -24.3, 12-hLO inh -7.6% and IMPase cell inh 2.6.
`CCOCC(=O)Nc1nnc(Cc2ccc(OC)c(OC)c2)s1` gave ALOX15B inhib -10.3%, PNC assembly inh 6.3, 12-hLO inh -6.0% and IMPase cell inh 2.7.
CC(C)c1ccccc1NC1=CC(=O)CC(C)(C)C1 was read as PNC assembly inh 22.9 and 12-hLO inh -3.7%.
`COCCNC(=O)c1ccccc1NC(=O)C1COc2ccccc2O1` (centres undefined) gave ALOX15B inhib 4.0%, PNC assembly inh 20.0, 12-hLO inh 2.7% and IMPase cell inh 3.0.
Screening O=C(c1ccccc1)c1cn[nH]c1-c1ccccc1O returned ALOX15B inhib -2.4%, PNC assembly inh -8.8, 12-hLO inh -12.5% and IMPase cell inh -4.8.
`C=CCn1c(SCC(=O)N2CCCC2)nc2cc(C(=O)NCC3CCCO3)ccc2c1=O` (centres undefined) gave ALOX15B inhib -0.5%, PNC assembly inh 8.6, 12-hLO inh -4.9% and IMPase cell inh -4.0.
`COc1ccc(NC(=O)NCCN2C(=O)C3C4C=CC(C4)C3C2=O)cc1` (centres undefined) gave PNC assembly inh -82.0*, 12-hLO inh -5.8% and IMPase cell inh -4.0.
Screening COc1ccc(OC)c(NC(=O)c2nnn(CCc3ccccc3)c2N)c1 returned ALOX15B inhib 9.3%, PNC assembly inh -13.8, 12-hLO inh 0.3% and IMPase cell inh -19.3.
`CCCNC(=O)c1ccc(-c2nc3ccccc3s2)s1` gave ALOX15B inhib -8.7%, PNC assembly inh -26.2, 12-hLO inh 1.2% and IMPase cell inh 2.5.
`CN1CCN(C2=Cc3ccccc3Sc3cc(F)c(Cl)cc32)CC1` gave PNC assembly inh -6.4, 12-hLO inh -9.2% and IMPase cell inh 22.1.
Screening CC1Cc2ccccc2N1C(=O)CCn1c(=O)oc2ccccc21 (centres undefined) returned ALOX15B inhib 3.3%, PNC assembly inh -0.4, 12-hLO inh -6.3% and IMPase cell inh 3.4.

A portion of the library (hit frequency here may not be typical).
